# RBX1-CUL1 inh – blocks human RBX1-Cullin-1 di-ubiquitin formation. P62877+Q13616. in vitro K48 di-Ub FRET, acceptor:donor ratio, 45 min. inhibition, % at 10 µM. hit rate 0.6% among 140,000. AID 1347404; in the data active means inhibition above about 25%
# Target sequence (P62877 whole entry, looked up): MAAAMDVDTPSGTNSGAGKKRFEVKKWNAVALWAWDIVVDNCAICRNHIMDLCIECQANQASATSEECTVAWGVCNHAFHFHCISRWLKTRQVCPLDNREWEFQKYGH
# Target sequence (Q13616 whole entry, looked up): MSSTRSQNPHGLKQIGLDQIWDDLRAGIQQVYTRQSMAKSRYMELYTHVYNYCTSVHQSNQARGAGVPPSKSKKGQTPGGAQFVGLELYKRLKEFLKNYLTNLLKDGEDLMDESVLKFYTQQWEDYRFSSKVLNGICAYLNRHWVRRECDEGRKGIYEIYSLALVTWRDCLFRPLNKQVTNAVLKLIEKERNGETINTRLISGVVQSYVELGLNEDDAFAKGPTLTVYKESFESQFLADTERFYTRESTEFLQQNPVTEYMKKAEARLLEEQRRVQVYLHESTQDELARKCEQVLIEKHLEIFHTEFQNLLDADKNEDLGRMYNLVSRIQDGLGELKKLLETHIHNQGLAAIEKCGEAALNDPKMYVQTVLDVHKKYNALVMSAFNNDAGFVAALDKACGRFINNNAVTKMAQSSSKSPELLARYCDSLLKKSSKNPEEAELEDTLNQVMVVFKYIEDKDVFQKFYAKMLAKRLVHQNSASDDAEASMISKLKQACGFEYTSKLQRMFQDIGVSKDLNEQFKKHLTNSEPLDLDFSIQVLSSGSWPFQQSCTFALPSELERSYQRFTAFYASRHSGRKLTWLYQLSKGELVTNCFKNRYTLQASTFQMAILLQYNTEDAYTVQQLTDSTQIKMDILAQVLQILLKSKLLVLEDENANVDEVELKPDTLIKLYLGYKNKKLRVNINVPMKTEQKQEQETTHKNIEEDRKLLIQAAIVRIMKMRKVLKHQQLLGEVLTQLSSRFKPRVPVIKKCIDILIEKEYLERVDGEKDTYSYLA
# * = called active by the depositor.
SMILES,RBX1-CUL1 inh
CN(C)c1cnn(CC(=O)NC[C@@H]2C[C@@H]3C=C[C@H]2C3)c(=O)c1,12.8
CC(=C1C(=O)c2ccccc2C1=O)N1c2ccccc2N=C2CC(C)(C)CC(=O)C2C1c1ccc(Cl)cc1Cl (stereo unspecified),-2.2
Cc1sc2ncnc(-n3nnc4ccccc43)c2c1C,-2.0
CCCCN(C)CC(O)Cn1cc(/C=C/C(=O)c2ccc(OCC)cc2)c2ccccc21 (stereo unspecified),-9.9
COc1cccc(CN2CCCC2C(=O)Nc2ccccc2Oc2cccnc2)c1 (stereo unspecified),0.7
[O-]c1c[n+](-c2ccc(-[n+]3cc([O-])on3)cc2)no1,9.9
COc1ccc([N+](=O)[O-])c(OC)c1OC,-4.6
Cc1ccc(SC/C(N)=N/O)cc1,3.7
Cc1ccc(C(=O)NC(=S)Nc2cccc(CO)c2)cc1I,-9.3
C=CCn1c(SCC(=O)Nc2ccc3c(c2)OCO3)nc2scc(-c3ccc(OC)cc3)c2c1=O,-4.6
Cc1oc(-c2ccc(Cl)cc2)nc1CN1CCCC(C(=O)NCc2ccccc2)C1 (stereo unspecified),-9.3
Fc1ccccc1N1CCN(c2nc3ccccc3n3nnnc23)CC1,3.7
CCCCN(CCCNC(=O)c1c(C)oc2nc[nH]c(=O)c12)Cc1ccccc1,5.1
CCOc1ccc(C(=O)C2C(=O)C(=O)N(CC3CCCO3)C2c2ccc(Cl)cc2)cc1 (stereo unspecified),-1.7
O=C(Nc1cccc(Oc2ccc(C(=O)O)c(C(=O)O)c2)c1)c1ccco1,-0.3
CCOc1cc(C(=O)Nc2nc3c(s2)CCCC3)cc(OCC)c1OCC,3.6
O[C@@H]1CN(Cc2cccs2)CC[C@H]1N1CCCCCC1,-1.3
CCS(=O)(=O)N1CCCC(C(=O)Nc2cccc(C)c2C)C1 (stereo unspecified),4.7
Cc1cccc(-n2ncc3c(N4CCN(c5ccccc5)CC4)ncnc32)c1,5.2
CC1CCc2nc3ncn(Cc4cccc(F)c4)c(=O)c3cc2C1 (stereo unspecified),7.5
CCC(C)c1ccccc1OCC(O)CN1CCN(c2ccccc2OC)CC1 (stereo unspecified),6.6
COc1ccccc1-c1nnc(C2CCN(C(=O)c3ccccc3C)CC2)o1,-0.8
CC(=O)Oc1cccc(NC(=O)C2CCCCC2)c1,2.5
O=C1NN=C2CC34CCC12CC3=NNC4=O,18.2
COc1ccccc1-c1nc2c(c(SCC(=O)Nc3c(C)cc(C)cc3C)n1)Cc1c(CO)cnc(C)c1O2,-13.5

# 2 successive compounds already listed, quoted:
SMILES,RBX1-CUL1 inh
CN(C)c1cnn(CC(=O)NC[C@@H]2C[C@@H]3C=C[C@H]2C3)c(=O)c1,12.8
CC(=C1C(=O)c2ccccc2C1=O)N1c2ccccc2N=C2CC(C)(C)CC(=O)C2C1c1ccc(Cl)cc1Cl (stereo unspecified),-2.2

# Following part.
SMILES,RBX1-CUL1 inh
Cc1ccc(S(=O)(=O)NNC(=O)c2csnn2)cc1,5.9
O=C(Nc1nnc(SCc2cc(=O)n3cc(Cl)ccc3n2)s1)c1cccc(F)c1,-2.3
CCOc1ccc(C(=O)NCC(c2ccc(Cl)cc2)N2CCCCC2)cc1 (stereo unspecified),0.1
CN(Cc1ccc(CO)o1)CC1CCN(CCc2cccc(F)c2)CC1,6.6
CC1(c2ccccc2)OC(=O)C(C#N)C12CCCCC2 (stereo unspecified),2.3
COc1ccc(CNC(=O)C2CCN(S(=O)(=O)c3ccc4c(c3)CCCN4C(C)=O)CC2)cc1,-4.8
CCC1CN(C(=O)N2CCC(C(=O)NCc3ccccc3F)CC2)c2ccccc2O1 (stereo unspecified),-3.5
c1cc(-c2ccncc2)cc(-c2ccn(Cc3cc(-c4ccncc4)no3)n2)c1,14.3
CSc1cc(C)c(C(=O)O)s1,8.7
COc1cc(C2N(Cc3ccccc3)CCN2Cc2ccccc2)ccc1OCc1ccccc1,5.2
CC(C)(C)NC(=O)c1ccc(CN2CCCCC2)cc1,7.6
COC(=O)c1cnn(-c2nc(OC)cc(OC)n2)c1C,2.4
COc1ccc(-n2ccnc2SCC(=O)Nc2nnc(C)s2)cc1,2.6
COc1ccc(C(=O)Nc2ccc(N3CCN(S(C)(=O)=O)CC3)cc2)cc1,1.0
CC(C)c1cccc(C(C)C)c1N=CC=Nc1c(C(C)C)cccc1C(C)C,-5.0
CSc1ccc(OC2CCN(Cc3ccccc3)CC2)cc1,-13.8
S=c1[nH]nc(C2CCCCC2)n1-c1cccc(Cl)c1,2.6
CCOC(=O)CC(=O)c1ccc2c(Cl)nn(C)c2c1,6.0
O=C(c1ccco1)N1CCNCC1,0.9
CC1(C)CC(NC(=O)C(F)(F)F)CC(C)(CNC(=O)C(F)(F)F)C1 (stereo unspecified),2.8
O=C(Nc1ccc(Cc2ccccn2)cc1)C12CC3CC(CC(C3)C1)C2,3.8
COc1ccc(CCC(=O)NC2CC(=O)N(c3ccc(F)cc3)C2)cc1 (stereo unspecified),0.0
CC(=O)c1ccc(NC(=O)CSc2nnc(COc3ccc4ccccc4c3)n2C)cc1,-0.8
Cc1cc(C)cc(-n2nnc(-c3nc(-c4ccc5c(c4)OCO5)no3)c2C)c1,-2.5
COC(=O)c1cn(-c2cccc3c(C(=O)OC)c(C(=O)OC)nn23)c(C(=O)OC)c1C(=O)OC,4.9
SMILES,RBX1-CUL1 inh
O=C(NC(=O)C(F)(F)F)OCCOC(=O)NC(=O)C(F)(F)F,5.1
COc1ccc2c(c1OC)C(O)OC2C1c2c(cc3c(c2OC)OCO3)CCN1C (stereo unspecified),-3.2
O=C(c1ccc2nc(-c3ccccc3)c(-c3ccccc3)nc2c1)N1CCOCC1,-4.8
O=C(/C=C/c1cccs1)N1CCCC(c2nc(-c3ccncc3)ncc2-c2ccccc2)C1 (stereo unspecified),-2.6
O=C(CSc1nccn1Cc1ccco1)Nc1ccc(F)cc1,-7.7
COc1ccccc1N1CCN(c2ncnc3onc(C)c23)CC1,3.9
CC(Oc1ccc(Cl)cc1)C(=O)N/N=C/c1ccccc1[N+](=O)[O-] (stereo unspecified),-3.2
O=C1C(=Nc2ccccc2)C(Cl)C(=O)C(c2cnc(N3CCOCC3)s2)=C1Cl (stereo unspecified),2.3
CCCOc1ccc(C(=O)Nc2cc(-c3nc4cc(C)cc(C)c4o3)ccc2C)cc1,-0.8
CCC(=O)NC(=S)Nc1c(C)cc(Br)cc1C,-11.0
CCCCCCCCC1CC(C(=O)Nc2ccccc2)C(=O)O1 (stereo unspecified),-15.2
COc1ccccc1CNC(=O)c1cc2cc3ccc(Cl)cc3nc2o1,-7.2
CCOC(=O)CN(C(=O)CSc1nnc(-c2ccc(Cl)cc2)o1)c1cccc(OC)c1,1.6
O=C(Cn1ncc2c3ccccc3n(Cc3ccc(Cl)cc3)c2c1=O)NCCCc1ccccc1,1.1
CC(C)c1ccc(/C=N\NC(=O)c2ccn[nH]2)cc1,6.4
O=C1NCC(=NC(=O)c2ccccc2C(=O)O)C(=O)N1,-4.7
O=C1C(Cl)=CC(=NS(=O)(=O)c2cccs2)c2ccccc21,41.4*
CCOC(=O)c1c(-c2ccc(OC)c(OC)c2)csc1NC(=O)CSc1nc2sc3c(c2c(=O)n1-c1ccccc1)CCC3,6.5
CCCCC(=O)Nc1cccc(-c2nc3ncccc3o2)c1C,0.0
COc1ccccc1CNC(=O)c1c(OC)cc(=O)n2c1CCN(Cc1cccc(F)c1F)CC2,12.0
O=C(Nc1ccc(Cl)cc1)N(Cc1ccccc1)c1ccccc1,6.4
Cc1occc1C(=O)NC1CCCN(CC2CCCCC2)C1 (stereo unspecified),-0.4
CCOc1cc(/C=C2\C(=O)N(c3ccc(C(=O)O)cc3)N=C2C(F)(F)F)cc(Br)c1O,62.4*
CCN1CCC(C(=O)N(CCN(C)C)CC2CCCN(Cc3ccccc3F)C2)CC1 (stereo unspecified),-6.3
Cc1nonc1CN(C)C(=O)C1CCC(=O)N(C2CCCC2)C1 (stereo unspecified),-5.6
SMILES,RBX1-CUL1 inh
COc1ccc(/C=C/C23N(Cc4ccccc4)C(=O)CN2c2ccccc2C3(C)C)cc1OC (stereo unspecified),7.5
CC(C)(C)OC(=O)N1CCC(c2c(C(=O)N3CCC(c4ccccc4)C3)cnn2-c2ccc(Cl)cc2)CC1 (stereo unspecified),-6.0
CCC(CC)C(=O)NCc1cccnc1,-12.1
Cc1ccc(CCNC(=O)CCCc2nnc3n(C)c(=O)c4sccc4n23)cc1,-3.7
CCOc1ccccc1NC(=O)c1c(NCc2sccc2C)sc2c1CCC(C)C2 (stereo unspecified),-8.8
NC1=NC(=O)C(C2(O)C(=O)N(Cc3cccc(Cl)c3)c3ccccc32)S1 (stereo unspecified),5.7
COC1=CC(=O)OC1C(O)CCc1ccc2c(c1)OCO2 (stereo unspecified),2.3
O=C(O)c1cccc(CN2C(=O)SC(Nc3cccc(C(=O)O)c3)C2=O)c1 (stereo unspecified),2.1
CCOc1ccc(NC(=O)c2ccc(CSc3nnc(C)s3)cc2)cc1,2.4
Cc1c(CNC2CC(=O)N(C3CCCCCC3)C2)cnn1C (stereo unspecified),6.6
CC(C)(C)c1ccc(NC(=O)CSc2nnc3sc4ccccc4n23)cc1,1.5
COc1ccc2[nH]cc(CCNC(=O)Nc3ccc(F)cc3)c2c1,-6.4
COc1ccc(OC)c(NC(=O)c2c(NC(C)=O)sc3c2CCCCC3)c1,0.4
O=C1NC(=S)N(c2ccccc2)C(=O)/C1=C/c1cc([N+](=O)[O-])c(O)cc1O,94.5*
CCOC(=O)C1CCN(C(=S)Nc2ccc(OC)cc2OC)CC1,-0.7
C=CCN1C(=O)C(=O)C(C(C)=O)C1c1ccc(F)cc1 (stereo unspecified),4.4
CS(=O)(=O)Nc1ccc(Oc2ccc(NS(C)(=O)=O)cc2)cc1,4.3
CCOC(=O)c1c(NC(=O)c2ccc(OCC)c(Br)c2)sc2c1CCCC2,1.3
CCN1C(=O)c2cccc3c(NC(=O)c4cc(Cl)cc(Cl)c4OC)ccc1c23,7.1
CCOc1ccc(-c2[nH]nc3c2C(c2ccc(F)cc2F)C(C#N)C(=N)O3)cc1 (stereo unspecified),4.5
COc1ccc(CCNS(=O)(=O)c2c(C)c(C)cc(C)c2C)cc1OC,1.2
CC(=O)c1ccc(-c2cccc(-c3ccn[nH]3)c2)nc1,3.2
CC(=O)Nc1sccc1[N+](=O)[O-],16.6
CC(C)CS(=O)(=O)c1ncc(CN(C)C2CCOC2)n1Cc1ccccc1 (stereo unspecified),3.1
CCNc1nc(OCC#N)nc(N2CCCCC2)n1,-5.7

# Laid out differently: 15 of the compounds above.
molecule	RBX1-CUL1 inh
CC(C)(C)c1ccc(NC(=O)CSc2nnc3sc4ccccc4n23)cc1	1.5
COc1ccc2[nH]cc(CCNC(=O)Nc3ccc(F)cc3)c2c1	-6.4
COc1ccc(OC)c(NC(=O)c2c(NC(C)=O)sc3c2CCCCC3)c1	0.4
O=C1NC(=S)N(c2ccccc2)C(=O)/C1=C/c1cc([N+](=O)[O-])c(O)cc1O	94.5*
CCOC(=O)C1CCN(C(=S)Nc2ccc(OC)cc2OC)CC1	-0.7
C=CCN1C(=O)C(=O)C(C(C)=O)C1c1ccc(F)cc1 (stereo unspecified)	4.4
CS(=O)(=O)Nc1ccc(Oc2ccc(NS(C)(=O)=O)cc2)cc1	4.3
CCOC(=O)c1c(NC(=O)c2ccc(OCC)c(Br)c2)sc2c1CCCC2	1.3
CCN1C(=O)c2cccc3c(NC(=O)c4cc(Cl)cc(Cl)c4OC)ccc1c23	7.1
CCOc1ccc(-c2[nH]nc3c2C(c2ccc(F)cc2F)C(C#N)C(=N)O3)cc1 (stereo unspecified)	4.5
COc1ccc(CCNS(=O)(=O)c2c(C)c(C)cc(C)c2C)cc1OC	1.2
CC(=O)c1ccc(-c2cccc(-c3ccn[nH]3)c2)nc1	3.2
CC(=O)Nc1sccc1[N+](=O)[O-]	16.6
CC(C)CS(=O)(=O)c1ncc(CN(C)C2CCOC2)n1Cc1ccccc1 (stereo unspecified)	3.1
CCNc1nc(OCC#N)nc(N2CCCCC2)n1	-5.7

# Going on with the list.
SMILES,RBX1-CUL1 inh
COC(=O)c1cc(C(C)C)sc1NC(=O)c1c(C)noc1C,-0.8
COC(=O)c1cc(NC(=O)CN2CCOCC2)cc(C(=O)OC)c1,0.2
COc1ccc(CNC(=O)CCc2ccc(S(=O)(=O)NCC(C)C)cc2)cc1,-1.0
Cc1ccccc1-c1noc(-c2ccc(N3CCOCC3)c([N+](=O)[O-])c2)n1,-11.3
Cc1cccc(COc2c(Br)cc(CO)cc2Br)c1,-7.5
Cc1ccc2c(c1)CCCN2C(=O)c1ccc(COc2ccccc2Cl)cc1,8.4
Cc1ccccc1CC(C1CCN(C(=O)CCCc2ccccc2)CC1)N(C)C(=O)Cn1cccn1 (stereo unspecified),-3.4
COc1ccc(OC)c([C@@H]2Nc3ccc(C(=O)O)cc3[C@@H]3C=CC[C@@H]32)c1,11.9
COc1cc(CNC(C)C)ccc1OCc1ccccc1,-9.9
C#CC(C)(C)OCC(O)CN1CCN(c2ccc(OC)cc2)CC1 (stereo unspecified),-3.1
Cn1nnc2c(NCc3ccccc3Cl)ncnc21,-7.5
COc1ccc(CCN2C(=O)c3[nH]nc(-c4ccccc4O)c3C2c2cccc(OC)c2)cc1 (stereo unspecified),-1.0
O=[N+]([O-])c1ccc(Sc2nc(-c3ccccc3)c(-c3ccccc3)[nH]2)nc1,-5.2
COc1ccc(-c2nnc(-c3ccccc3)o2)cc1S(=O)(=O)N1CCN(c2ccccc2)CC1,5.4
Nc1cc(C(F)(F)F)c(C(F)(F)F)cc1N,4.8
O=C(O)c1cccc(NCN2C(=O)c3ccccc3C2=O)c1,7.7
CCc1ccccc1N1C(=O)/C(=C/c2ccc(N3CCCC3)o2)C(=O)NC1=S,-12.9
N#Cc1csc2ccc(Br)cc12,4.7
CCOC(=O)C1=NN(C(C)=O)C2(CC(=O)N(c3ccc(I)cc3)C2=O)C1 (stereo unspecified),-0.4
Cc1cccc(C)c1NC(=O)C1CCN(Cc2c(F)cccc2Cl)CC1,11.2
O=C(Nc1ccc(Cl)c(Cl)c1)c1cc2c(s1)CCCC2,13.2
COc1nc2c(c(=O)n1Cc1ccc(SC)cc1)C1(CCCCC1)Cc1ccccc1-2,-6.4
O=C(c1nc2ccccn2c1CN1CCC(c2ccncc2)CC1)N1CCOCC1,0.5
CCN1C(=O)C2(c3ccccc31)c1c(n[nH]c1C(C)C)OC(=N)C2C#N (stereo unspecified),-4.6

# These rows are one share of the data; count on the stated rates, not on these rows.
